Assay outcomes from PubChem.
CBFb-RUNX1 inh: qHTS Assay for Compounds Blocking the Interaction Between CBF-beta and RUNX1 for the Treatment of Acute Myeloid Leukemia; AlphaScreen CBFb-His/RUNX1-biotin binding, biochemical; Potency, µM (top dose mostly 59.8 µM), for the others: at the highest dose activity, negative = inhibition, hits mostly inhibitors; 230,000 tested, under 10 active; further: % of control where 0% means no effect
Target sequence (Q01196 whole entry, looked up): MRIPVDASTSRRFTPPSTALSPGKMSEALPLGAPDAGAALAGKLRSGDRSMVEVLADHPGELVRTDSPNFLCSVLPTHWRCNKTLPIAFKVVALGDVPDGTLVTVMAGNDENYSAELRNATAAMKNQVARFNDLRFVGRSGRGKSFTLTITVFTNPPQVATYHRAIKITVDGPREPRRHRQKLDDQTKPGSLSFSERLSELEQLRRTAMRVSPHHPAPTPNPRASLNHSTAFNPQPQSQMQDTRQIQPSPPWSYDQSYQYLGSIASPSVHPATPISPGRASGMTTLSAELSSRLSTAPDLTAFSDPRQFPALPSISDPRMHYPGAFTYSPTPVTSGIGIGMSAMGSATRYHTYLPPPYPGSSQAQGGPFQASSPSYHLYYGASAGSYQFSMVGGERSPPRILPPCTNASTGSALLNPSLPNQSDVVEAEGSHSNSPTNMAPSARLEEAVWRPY
Target sequence (Q13951 whole entry, looked up): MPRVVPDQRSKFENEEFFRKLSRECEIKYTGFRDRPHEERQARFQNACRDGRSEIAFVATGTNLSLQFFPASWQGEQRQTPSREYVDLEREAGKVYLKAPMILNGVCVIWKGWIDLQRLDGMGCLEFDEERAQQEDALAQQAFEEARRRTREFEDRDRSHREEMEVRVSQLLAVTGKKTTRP
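CBFb-His/RUNX1-biotin, 30 nM each, preincubated 20 min RT; compound 15 min RT; Ni + streptavidin beads 50 ng each, 90 min RT; AlphaScreen read.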
IMPase Li inh: qHTS Assay for Identifying the Cell-Membrane Permeable IMPase Inhibitors: Potentiation with Lithium | CHO-M1 cells, IP1 TR-FRET (IP-One), carbachol + lithium | Potency, µM (top dose mostly 59.4 µM), without a hit: top-dose activity, negative = IMPase inhibition, actives largely listed as inhibitors | 210,000 tested, 0.35% active | AID 1457, 2008;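 further: IP1 builds up when IMPase is blocked and the TR-FRET signal falls; potency means the concentration at half of the fitted maximal effect; plate controls were basal vehicle for no effect and high inhibitor control for full effect; nearly all actives have a fitted effect of over 50% in size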
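Lithium-sensitised IP1 accumulation assay; M1-expressing CHO cells treated 30 min at 37C with compound. Competitive antibody detection by time-resolved FRET followed a 10 min room-temperature lysis step.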
SMN2 splice enh: qHTS Assay for Enhancers of SMN2 Splice Variant Expression; Potency, µM (top dose mostly 46.1 µM), for the others: top-dose activity change, positive = activation, actives largely listed as activators; 210,000 tested, 2.8% active; HEK293 SMN2-luciferase splicing reporter, luminescence, 30-36 h; further: potency means the concentration at half of the fitted maximal effect; % of control where 0% means no effect; nearly all actives have a fitted effect of over 55% in size
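qHTS luciferase splicing reporter: luminescence rises when SMN2 exon 7 is included in transfected HEK293 cells. Compound exposure lasted 30-36 h at 37C, with 4.5 mM final sodium butyrate as control, followed by a ONE-Glo read.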
HttQ103 aggreg: qHTS Multiplex Assay to Identify Dual Action Probes in a Cell Model of Huntington: Aggregate Formation (GFP); Potency, µM (series often up to 46.1 µM), inactives show at the highest dose activity change, negative = inhibition, most hits filed as inhibitors; PC12 HttQ103-GFP aggregates, Acumen cytometry, 40 h; 220,000 tested, 1.1% active; AID 1688, 2009; further: potency means the concentration at half of the fitted maximal effect; on the % scale 0 is the no-effect control and ±100 the full control effect; nearly all actives have a fitted effect of over 60% in size
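Read-out: GFP aggregate count by laser scanning cytometer (488 nm excitation, 500-530 nm emission, 1–25 µm objects >6 SD above background). Cells: PC12, inducible HTTex1-Q103-GFP, 100 nM tebufenozide; compounds titrated.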
KinaseGlo FLuc: Counterscreen for Luciferase (Kinase-Glo TM) Inhibition; Kinase-Glo luciferase, ATP luminescence, 8 min; Luciferin 4-monooxygenase (Photuris pensylvanica), Q27757; 200,000 tested, 0.28% active; AID 1379, 2008; Potency, µM (top dose mostly 38.3 µM), inactives show top-dose activity change, negative = inhibition, most hits filed as inhibitors; further: potency means the concentration at half of the fitted maximal effect; on the % scale 0 is the no-effect control and ±100 the full control effect; nearly all actives have a fitted effect of over 60% in size
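Recombinant Kinase-Glo luciferase, 10 uM ATP (linear range), luciferin; imidazole pH 7.2 / KCl / MgCl2 / Tween / BSA buffer; 8 min RT; luminescence.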
Lamin A splicing: qHTS Assay for Modulators of Lamin A Splicing. 200,000 tested, 0.01% active. AID 1487, 2009. HeLa LMNA splicing GFP/RFP minigene ratio, 48 h. Potency, µM (highest dose often 46.1 µM), without a hit: top-dose ratio change, negative = inhibition, most hits filed as inhibitors; active means well fitted inhibition curve with a large enough effect in the signal ratio, with a control signal flat, not every such curve was filed as active; inconclusive means small, poorly fitted or top-dose-only effect, or effect the other way, or a change in a side signal; the % refers to the signal ratio; further: potency means the concentration at half of the fitted maximal effect; on the % scale 0 is the no-effect control and ±100 the full control effect
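S3 HeLa stable clones carrying a lamin A-EGFP splicing minigene plus DsRed2 were seeded at 600 cells/well in Opti-MEM with 2% FBS, pin-dosed and incubated 48 h at 37°C. Acumen cytometry (488 nm) gave the GFP/RFP total-intensity ratio.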
HTT cytoprotect: qHTS Multiplex Assay to Identify Dual Action Probes in a Cell Model of Huntington: Cytoprotection (ATP); PC12 HTT-Q103 induced, cytoprotection, ATP luminescence, 40 h; Potency, µM (series often up to 56.4 µM), for inactives: cytoprotection (ATP increase), hits mostly activators; 230,000 tested, 0.14% active;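 further: potency means the concentration at half of the fitted maximal effect; % of control where 0% means no effect; nearly all actives have a fitted effect of over 45% in size; toxic huntingtin expression switched on by the ecdysone agonist tebufenozide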
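Rat PC12, Q103 Htt exon1-GFP fusion, ecdysone promoter; tebufenozide inducer 100 nM final; compound titration; qHTS, 1500 cells/well; ATPlite luminescent read.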
Active calls of the source: *; ? = inconclusive; / = not tested or not shown; [ ] = another dose, or the depositor's remark. Unless noted, the call rests on the fitted dose curve; in most records, active means well fitted curve in the direction sought with a large enough effect; inconclusive means small, poorly fitted or top-dose-only effect, or another doubt; inactive means no such curve, though single readings can be large; an effect the other way counts as inactive or inconclusive.

nr | smiles | CBFb-RUNX1 inh | IMPase Li inh | SMN2 splice enh | HttQ103 aggreg
1 | N#Cc1ccc(C(=O)Nc2cccc3cccnc23)c(F)c1 | 7% | 11% | / | -15%[9.22 µM]
2 | N#C/C(=C\c1cn(Cc2ccc(F)cc2)c2ccccc12)C(=O)NCc1ccco1 | -4% | -4% | 6% | -4%
3 | COCCNC(=O)C(=O)NCC1OCCN1S(=O)(=O)c1cccs1 (stereo not given) | 2% | / | / | 0%[9.22 µM]
4 | Cc1ccccc1S(=O)(=O)c1c(C)cc(C)n(C(C)C)c1=O | 8% | 18%[38.3 µM] | -16% | 9%
5 | CC(=O)c1cccc(NC(=S)NCc2ccco2)c1 | 0% | 10% | 20% | 23%[9.22 µM]
6 | CC(C)c1nc(-c2ccc([N+](=O)[O-])cc2)cs1 | -7% | 6% | 13% | -9%
7 | CCOC(=O)CSc1nnc(NC(=O)c2cccc([N+](=O)[O-])c2)s1 | -7% | 1% | -1% | 5%
8 | Cc1cc(NC(=O)CN2CCN(c3ncccn3)CC2)no1 | 7% | 0%[38.3 µM] | -8% | 9%
9 | COc1ccc(N(CC(=O)NCc2ccc3c(c2)OCO3)S(=O)(=O)c2c(C)nn(C)c2C)cc1 | 0% | 6%[38.3 µM] | 5% | 10%
10 | Cc1nc(NCCO)c2nc(-c3ccccc3)n(CCN(C)C)c2n1 | 27% | -9% | -15% | /
11 | COCCn1c(=O)cnc2cnc(Oc3ccccc3)nc21 | / | -5% | / | /
12 | Cn1nnnc1SCc1nc2scc(-c3ccccc3)c2c(=O)[nH]1 | 6% | / | / | -6%[9.22 µM]

nr | KinaseGlo FLuc | Lamin A splicing | HTT cytoprotect
1 | -3% | / | -7%[10 µM]
2 | 5% | -4% | 17%[10 µM]
3 | / | / | 21%[10 µM]
4 | -4% | ? | 11%
5 | 4% | 3%[46 µM] | 17%[10 µM]
6 | 0% | 11% | 37%[0.074 µM]
7 | -2% | -5% | 10%[10 µM]
8 | 2% | 7% | 10%
9 | 2% | 1% | -5%
10 | -5% | / | -1%
11 | / | 2% | -45%[inhibitor]
12 | / | / | -2%[10 µM]

Reprinted from the part before: 2 compounds, then new ones.
nr | smiles | CBFb-RUNX1 inh | IMPase Li inh | SMN2 splice enh | HttQ103 aggreg
11 | COCCn1c(=O)cnc2cnc(Oc3ccccc3)nc21 | / | -5% | / | /
12 | Cn1nnnc1SCc1nc2scc(-c3ccccc3)c2c(=O)[nH]1 | 6% | / | / | -6%[9.22 µM]
13 | Cc1ccc(S(=O)(=O)N(C)/C(=N/S(=O)(=O)c2ccccc2)c2ccccc2)cc1 | 14% | 26% | -2% | 8%
14 | CO/N=C1\CCCc2c(C(=O)NN)sc(SC)c21 | -2% | / | / | ?
15 | NC(N)=NC(N)=Nc1ccc(S(=O)(=O)O)cc1 | / | -3% | -13%[9.22 µM] | /
16 | Cc1ccc(SC(C)C(=O)Nc2ccccc2C(=O)N2CCOCC2)cc1 (stereo not given) | 2% | 14%[38.3 µM] | / | -22%
17 | COCCn1nnnc1C(c1cc2cc(C)cc(C)c2[nH]c1=O)N1CCN(c2ccccc2F)CC1 (stereo not given) | 10% | 18%[38.3 µM] | -42%[inhibitor] | -3%
18 | CCCc1cc(=O)n2[nH]c(C(F)(F)F)nc2n1 | 5% | 2% | / | 25%[9.22 µM]
19 | O=C1c2ccccc2C(Nc2ccc(F)cc2F)N1CCN1CCOCC1 (stereo not given) | 6% | 5% | -14% | 17%
20 | CC(C(=O)Nc1cccnc1)C1Sc2ccccc2NC1=O (stereo not given) | -4% | 14% | / | -7%[9.22 µM]
21 | CC(SC1=NCCS1)C(=O)Nc1nnc(-c2ccc(Cl)cc2)s1 (stereo not given) | 5% | 38%[38.3 µM] | 19% | -11%
22 | O=C(CN1C(=O)C2C3CC(C(Br)C3Br)C2C1=O)N1CCOCC1 (stereo not given) | -1% | -2% | 0% | -5%
23 | CN(Cc1ccco1)C(=O)C1CCC(=O)N1Cc1ccc(F)cc1 (stereo not given) | 1% | -9%[38.3 µM] | -3% | 28%
24 | CC1=NN(c2ccccc2)C(=O)/C1=C/N(C)C | 3% | / | / | -9%[9.22 µM]

nr | KinaseGlo FLuc | Lamin A splicing | HTT cytoprotect
11 | / | 2% | -45%[inhibitor]
12 | / | / | -2%[10 µM]
13 | 13% | 4% | 10%[10 µM]
14 | / | / | -61%[inhibitor][10 µM]
15 | -5%[7.66 µM] | / | -8%[10 µM]
16 | 19% | 2% | -5%
17 | 1% | 0% | -3%
18 | 2% | ? | 23%[10 µM]
19 | 4% | -10% | -2%[10 µM]
20 | -1% | / | -4%[10 µM]
21 | 1% | -6% | 11%[10 µM]
22 | 2% | -8% | /
23 | -6% | 11% | 3%
24 | / | / | -4%[10 µM]

Copied from the list.
no. 20 in CBFb-RUNX1 inh: -4%
no. 16 in Lamin A splicing: 2%

Only HTT cytoprotect, Lamin A splicing and KinaseGlo FLuc, for some of the entries so far:
| item | Structure | HTT cytoprotect | Lamin A splicing | KinaseGlo FLuc |
| --- | --- | --- | --- | --- |
| 19 | O=C1c2ccccc2C(Nc2ccc(F)cc2F)N1CCN1CCOCC1 (stereo not given) | -2%[10 µM] | -10% | 4% |
| 20 | CC(C(=O)Nc1cccnc1)C1Sc2ccccc2NC1=O (stereo not given) | -4%[10 µM] | / | -1% |
| 21 | CC(SC1=NCCS1)C(=O)Nc1nnc(-c2ccc(Cl)cc2)s1 (stereo not given) | 11%[10 µM] | -6% | 1% |
| 22 | O=C(CN1C(=O)C2C3CC(C(Br)C3Br)C2C1=O)N1CCOCC1 (stereo not given) | / | -8% | 2% |
| 23 | CN(Cc1ccco1)C(=O)C1CCC(=O)N1Cc1ccc(F)cc1 (stereo not given) | 3% | 11% | -6% |

The listing continues.
nr | smiles | CBFb-RUNX1 inh | IMPase Li inh | SMN2 splice enh | HttQ103 aggreg
25 | NC(=O)N/N=C/c1c(F)c(F)c(F)c(F)c1F | 2% | -11% | 3% | 0%
26 | Cc1ccc(OCC(=O)Nc2ccc3c(c2)nc(CCN2CCN(C)CC2)n3C)cc1 | 2% | / | / | 1%[9.22 µM]
27 | CCc1ccc(NC(=O)CSCc2nc(N)nc(Nc3ccccc3CC)n2)cc1 | -3% | 0% | -10% | -1%
28 | Cc1cccc(-c2nnc(SCCOc3ccc4c(C)cc(=O)oc4c3)o2)c1 | -1% | 18%[38.3 µM] | -9% | -5%
29 | NS(=O)(=O)c1ccc(CCNC(=S)Nc2ccccc2)cc1 | -5% | 15% | -12% | -7%
30 | CN(C)c1ccc(S(=O)(=O)NCC(=O)OCC(=O)Nc2cc(Cl)cc(Cl)c2)cc1[N+](=O)[O-] | -4% | -3% | 6% | 3%
31 | CC(Oc1ccc2c(=O)c(-c3ccc(Cl)cc3)c(C(F)(F)F)oc2c1)C(=O)O (stereo not given) | -1% | / | / | -4%[9.22 µM]
32 | COc1ccccc1N1CCN(C(=O)Nc2cccc(C)c2)CC1 | 6% | 10%[38.3 µM] | -6% | -19%
33 | CCCN1CN(CCc2ccccc2)CNC1=S | -4% | -1% | ? | -16%
34 | Cc1ccc(C)c(NC(=O)c2ccc(OC(=O)c3ccco3)cc2)c1 | 2% | 30%[38.3 µM] | -2% | 17%
35 | C=CCn1c(N)c(C(=O)NCc2ccco2)sc1=S | 0% | 20%[38.3 µM] | 8% | -22%
36 | Nc1ccc(-c2nc3nc(N)nc(N)c3nc2-c2ccc(N)cc2)cc1 | 1% | / | / | -7%[9.22 µM]

nr | KinaseGlo FLuc | Lamin A splicing | HTT cytoprotect
25 | 2% | 17%[46 µM] | -13%
26 | / | / | 15%[10 µM]
27 | 2% | -4% | 32%[1.9 µM]
28 | -2% | 2% | 10%
29 | -2% | ? | 15%[10 µM]
30 | 0% | -8% | -11%[10 µM]
31 | / | / | -7%[10 µM]
32 | 2% | 5% | 10%[10 µM]
33 | -2% | -16% | 11%[10 µM]
34 | -20% | -11% | 18%
35 | -2% | -2% | 0%
36 | / | ? | 6%[10 µM]

Additional entries
nr | smiles | CBFb-RUNX1 inh | IMPase Li inh | SMN2 splice enh | HttQ103 aggreg
37 | CC(C)Oc1ccc(C(=O)/C(=C\c2cccs2)c2nc3ccccc3o2)cc1 | -6% | -2% | -26% | 5%
38 | CCOC(=O)C1(CCc2ccccc2)CCN(C(=O)c2ccoc2)CC1 | 7% | 5% | / | -7%[9.22 µM]
39 | N#Cc1nc(-c2cccs2)oc1NCc1ccc2c(c1)OCO2 | -7% | -19%[38.3 µM] | -14% | -18%
40 | Cc1nc2ccc(Cl)cc2nc(C)/c1=N\O | -8% | 5%[38.3 µM] | -8% | 13%
41 | Cc1noc(C)c1C(=O)N1CCCC1 | -4% | 18%[38.3 µM] | 1% | -3%
42 | CC(CN1CCN(C)CC1)OC(=O)c1ccc(Cl)cc1 (stereo not given) | 5% | 16%[38.3 µM] | 1% | 9%
43 | Cc1cc(C(C)(C)C)ccc1OCCCCN1CCCC1 | 7% | 8% | -8% | -4%
44 | O=C(CCSc1ccc(Cl)cc1)c1cccs1 | ? | 15% | 5% | -13%
45 | O=C(CCCOc1ccccc1)N1CCCc2ccccc21 | 12% | -1%[38.3 µM] | 24% | 1%
46 | CC(=O)C[C@H](c1ccc([N+](=O)[O-])cc1)c1c(O)c2ccccc2oc1=O | 24%[21.7 µM] | -14% | -16%[20.6 µM] | 9%[20.6 µM]
47 | O=C(CCc1ccc(Oc2cc([N+](=O)[O-])cc([N+](=O)[O-])c2)cc1)NC1CCCC1 | -12% | 1% | -4%[1.84 µM] | 21%
48 | O=P(CCCCCCCCCP(=O)(c1ccccc1)c1ccccc1)(c1ccccc1)c1ccccc1 | 7% | 44%[activator][38.3 µM] | 7% | 11µM*

nr | KinaseGlo FLuc | Lamin A splicing | HTT cytoprotect
37 | 10% | ? | /
38 | / | / | 2%[10 µM]
39 | 13% | ? | -28%
40 | 2% | 2% | -10%
41 | -2% | 8% | -13%
42 | 3% | 11% | -1%[10 µM]
43 | 0% | 5% | -4%[10 µM]
44 | -3% | ? | 14%[10 µM]
45 | -6% | 0% | -2%
46 | 1%[17.1 µM] | 8% | -39%[inhibitor][17.1 µM]
47 | -7% | ? | 14%[10 µM]
48 | -2% | -3% | -124%[inhibitor]
